Granule exo inh: blocks lytic granule exocytosis. TALL-104 LAMP-1 surface exposure, flow cytometry; cells stimulated with thapsigargin and PMA. inhibition, % at 10 µM. 360,000 tested, 0.66% active;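 active = inhibition above about 55%, limit read from the data; inconclusive = no clear call, values can overlap the other calls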
ABHD5 PLIN5 PPI: inhibitors of human ABHD5-perilipin-5 interaction. Q00G26+Q8WTS1. Split G. princeps luciferase complementation, luminescence, 4 h. inhibition, % at 4 µM. 360,000 tested, 0.78% active. AID 602281;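 active = inhibition above the mean inhibition across every tested compound plus 3 SD, cut at about 22% in these data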;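 also: 0% = DMSO only wells and the 100% control is not disclosed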
NOD2-RIPK2 inh: blocks binding of human NOD2 to RIPK2; 360,000 tested, 0.38% active; O43353; inhibition, % at 4.98 µM; CHO BLA complementation NOD2-RIPK2, CCF4 ratio; in the data active = inhibition above about 21%;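 also: 0% = vehicle only and 100% = reference blocker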
Vif imaging: blocks HIV Vif function. HEK293T cells, Vif self-association by quenched fluorescence, imaging, 24 h. inhibition, % at 7.49 µM. 340,000 tested, 0.35% active. AID 602346; in the data active = inhibition above about 50%, passing the limit was not always enough; inconclusive = no clear call, values can overlap the other calls; inactive = below about 31%; also: some results filed as inactive read as strong as hits
TLR9-MyD88 inh: blocks human TLR9 binding to MyD88 | Q9NR96+Q99836 | CHO BLA complementation TLR9-MyD88, CCF4 FRET ratio | inhibition, % at 4.98 µM | 340,000 tested, 0.21% active | AID 504734;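 active = inhibition above the mean over all tested compounds plus 3 SD, cut at about 21% in these data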;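 also: 0% = DMSO only wells and 100% = clavulanate BLA inhibitor control wells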
MC4R ag barr: human MC4R agonism via beta-arrestin | 360,000 tested, 0.98% active | P32245 | U2OS MC4R beta-arrestin complementation, luminescence; percent of melanotan II response, DMSO zero | activation, % at 8.9 µM;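 active = activation above a per-plate cutoff, the mean activation of sample wells on that plate plus 3 SD, cut at about 8% in these data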
Glyco luc inh: blocks N-linked glycosylation in D54 reporter cells. D54 ERlucT glycosylation luciferase reporter, 24 h; percent of 100 nM tunicamycin response. reporter increase, % at 12.5 µM. 360,000 tested, 0.23% active. AID 588692;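 active = mean luciferase reporter signal, scaled so untreated is 0 and the glycosylation-blocking control 100, at or above a set limit in every replicate; inconclusive = mean reaches the limit but not every replicate does; inactive = mean below the limit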;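 also: luciferase carries N-glycosylation sites so blocking glycosylation raises the light; 0% = median of neutral control wells and 100% = median of 100 nM tunicamycin wells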
MC4R antagonist: blocks human MC4R cAMP signaling | P32245 | MC4R-expressing cells, MTII-stimulated cAMP, LANCE TR-FRET | inhibition, % at 6.5 µM | 360,000 tested, 0.48% active | AID 540295;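 active = inhibition above its plate's cutoff, the mean of tested wells on that plate plus 3 SD, cut at about 29% in these data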;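 also: 0% = Melanotan II alone and 100% = Melanotan II plus saturating MCL0020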
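Assay system: U2OS cells stably expressing human melanocortin 4 receptor (MC4R) / Dosing: 6.5 µM / Timing: compound 30 min, challenge 1 h, detection 1 h / Measured by: Eu-cAMP/anti-cAMP TR-FRET, emission 671 nm / Replicates: singlicate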
aDG glyco up: increases alpha dystroglycan glycosylation; Pro5-aDG cells, alpha-DG glycosylation AlphaScreen (IIH6); 0% Pro5, 100% B10-LARGE cell signal; activation, % at 10 µM; 360,000 tested, 0.22% active; AID 624168;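 active = activation of at least 8% versus controls, or a plate z-score of at least 8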;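 also: Pro5 are CHO cells carrying HIG-tagged alpha-DG that lacks glycosylation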
ABCB6 inh MLPCN: human ABCB6 transporter inhibition; K562-ABCB6 porphyrin accumulation, flow cytometry, 1 h; stronger effect = lower value; 360,000 tested, 0.19% active; AID 602162; fluorescence ratio to DMSO, % at 10 µM;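 active = fluorescence ratio to DMSO below 75%, the collection mean minus 3 SD; inconclusive = too few cells collected in the well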;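 also: signal is porphyrin accumulated inside mitochondria; 100% equals median channel fluorescence of DMSO control wells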
Target sequence (Q9NP58 whole entry, looked up): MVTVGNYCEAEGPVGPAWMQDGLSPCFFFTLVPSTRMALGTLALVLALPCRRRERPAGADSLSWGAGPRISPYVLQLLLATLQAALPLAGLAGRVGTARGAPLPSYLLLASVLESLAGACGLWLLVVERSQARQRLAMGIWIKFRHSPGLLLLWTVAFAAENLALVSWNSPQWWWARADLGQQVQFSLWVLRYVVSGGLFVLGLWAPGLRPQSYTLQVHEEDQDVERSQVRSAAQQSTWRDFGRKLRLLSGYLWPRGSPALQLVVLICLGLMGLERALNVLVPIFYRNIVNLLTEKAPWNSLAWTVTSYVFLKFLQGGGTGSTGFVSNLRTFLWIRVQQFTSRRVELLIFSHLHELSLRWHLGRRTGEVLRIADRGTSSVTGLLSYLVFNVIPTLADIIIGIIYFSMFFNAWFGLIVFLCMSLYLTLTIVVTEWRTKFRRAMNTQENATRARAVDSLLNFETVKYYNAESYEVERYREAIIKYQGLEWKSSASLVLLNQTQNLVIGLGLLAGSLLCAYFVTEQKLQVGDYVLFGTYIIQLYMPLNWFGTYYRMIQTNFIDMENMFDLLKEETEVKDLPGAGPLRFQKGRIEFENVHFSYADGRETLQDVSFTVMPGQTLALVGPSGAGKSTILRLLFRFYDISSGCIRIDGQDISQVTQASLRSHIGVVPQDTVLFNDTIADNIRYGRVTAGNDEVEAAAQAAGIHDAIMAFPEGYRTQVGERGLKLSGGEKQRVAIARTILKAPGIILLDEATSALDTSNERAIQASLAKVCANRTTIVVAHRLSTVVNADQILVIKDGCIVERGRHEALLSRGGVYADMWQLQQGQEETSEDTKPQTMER
* hit, by the source's call; ? = inconclusive; nt = not tested or not shown. A portion of the library, so the mix of outcomes need not match the whole.

no.	SMILES	Granule exo inh	ABHD5 PLIN5 PPI	NOD2-RIPK2 inh	Vif imaging	TLR9-MyD88 inh	MC4R ag barr	Glyco luc inh	MC4R antagonist	aDG glyco up	ABCB6 inh MLPCN
1	CCOC(=O)c1cc2occc2n1CC(=O)NC1CCCCC1C (configuration not stated)	-5	-2	5	-1	2	-0.4	-1	15	0.0	101
2	COc1ccc(CC(=O)NNS(=O)(=O)c2ccc(F)cc2)cc1	-12	3	-9	-5	-8	-0.2	0	15	0.2	96
3	O=C(CSCc1ccccn1)Nc1ccccc1	-1	10	-8	-2	7	0.5	-1	4	-0.4	100
4	CCOC(=O)Oc1ccc(C(=O)OCCCN(C)C)cc1OC	0	2	-5	0	-4	-1.1	2	2	0.2	100
5	COc1ccc(-n2c3c(cc(C(=O)N4CCCCC4)c2=O)C(=O)CC(C)(C)C3)cc1	11	3	-7	19	-2	-1.1	1	-2	-0.1	96
6	Cc1ccc(C)c(NC(=O)C2CCCN(S(=O)(=O)c3cccnc3)C2)c1 (configuration not stated)	-7	11	-1	3	1	2.6	1	2	-0.3	97
7	Cc1ccccc1Oc1ccc(Oc2ccccc2C)nn1	-4	2	6	-1	-3	1.3	-2	3	0.0	92
8	O=[N+]([O-])c1ccc(Cl)c(S(=O)(=O)n2ccnc2)c1	-1	-3	-2	-1	13	-0.5	-1	-2	0.1	96
9	CCc1ccccc1OCC(=O)Nc1ccc(C)c(S(=O)(=O)N2CCCCCC2)c1	-2	1	-2	-19	1	1.1	-4	11	0.5	90
10	COc1ccc(NC(=O)O/N=C2/CCCc3ccc(OC)cc32)cc1	-3	3	-12	-3	-6	0.4	0	3	0.0	91
11	O=C(O)CNC(=S)N(Cc1ccco1)Cc1ccccc1Cl	-2	-6	-6	-1	2	-1.9	0	13	0.0	101
12	COc1ccccc1C(=O)Nc1cccc(C(=O)c2ccccc2)c1	9	-1	2	1	-11	-0.8	-3	3	0.0	94
13	Cc1ccc(-c2nnc(N3CCN(c4ccccn4)CC3)c3ccccc23)cc1	0	1	-2	-31	-3	0.4	-11	3	0.7	97
14	Cc1ccc(C(=O)CSC2=C(C#N)C(c3ccco3)C3=C(CCCC3=O)N2)cc1 (configuration not stated)	-3	3	8	?	2	-0.7	11	-10	-0.3	105
15	Cc1cccc(/C(N)=N/OC(=O)CCCN2C(=O)c3ccccc3C2=O)c1	10	-7	-2	-9	-2	1.4	-1	9	-0.1	97
16	O=C(NCc1ccccn1)c1cc(-c2ccncc2)nc2ccccc12	0	-5	0	-10	3	-2.1	0	-5	-0.1	97
17	CC(C)CNC(=S)NC1CC2CCCC(C1)N2C1CCCCC1 (configuration not stated)	-1	-4	-5	8	3	0.4	2	-3	-0.2	107
18	CCc1cc(C(=O)NNC(=O)CCN2CCN(c3ccccc3)CC2)sc1C	4	13	-12	-6	3	-1.1	3	-1	-0.1	103
19	Cc1nc2cc(NC(=O)NCCCO)ccc2o1	-3	6	-1	-5	10	-0.1	2	3	0.4	92
20	COC(=O)[C@]1(C)N[C@H](CN(C)S(=O)(=O)c2ccc(F)cc2)[C@@H]2C(=O)N(Cc3ccccc3)C(=O)[C@@H]21	-1	nt	nt	-5	-2	nt	0	nt	-0.1	102
21	O=C1[C@@H]2CSCN2C(=O)CN1Cc1cccc(C(F)(F)F)c1	-11	-3	-2	-12	-1	-0.5	0	3	0.0	93
22	O=C(c1ccsc1)N1CCCC(Nc2ccc(F)c(F)c2)C1 (configuration not stated)	2	0	-8	-6	6	1.3	-1	2	0.1	99
23	O=C1Nc2cc(C(=O)N3CCN(c4ccc(F)cc4)CC3)ccc2NC1CSCc1cccc(F)c1 (configuration not stated)	7	-4	-3	-2	7	-3.4	2	-17	-0.7	161
24	Fc1ccccc1/C=N/n1cc(-c2ccccc2)[nH]c1=S	-2	-5	3	-5	-4	-3.6	-1	-2	0.4	105
25	CCOC(=O)c1ccc(NCc2ccncc2)cc1	0	-8	-4	8	7	-0.1	-1	0	0.1	93
26	COc1ccc(NC(=O)CN2CCC(NC(=O)C3CCCCC3)CC2)c([N+](=O)[O-])c1	-3	-3	-9	7	6	0.7	-2	2	-0.2	103
27	Fc1cccc(Nc2c3c(nc4ccccc24)CCC3)c1	48	8	22*	2	-7	0.4	4	-2	1.7	98
28	Fc1ccc(-c2nnn3c2nc(NCc2ccccc2)c2ccccc23)cc1	3	-2	0	-3	-3	-2.8	7	1	-0.1	96
29	COc1ccccc1N=c1oc2c(OC)cccc2cc1C(=O)NCc1ccco1	-2	3	1	-9	2	24*	0	1	-0.2	94
30	c1ccc(Cc2nn3c(COc4ccccc4)nnc3s2)cc1	2	-2	3	-4	-6	0.4	-3	-1	0.4	104
31	COc1cc(C(=O)NCc2cccc3ccccc23)ccc1OCc1ccccc1	4	6	3	-4	1	-2.1	-2	3	0.3	100
32	CC1CC(C)(C)CC2(C1)NC(=O)N(CC(=O)N1CCN(S(=O)(=O)c3cccc(F)c3)CC1)C2=O (configuration not stated)	13	-4	7	-1	-4	-1.1	1	6	0.1	100
33	CCCC(O)(CCN1CCCCC1)c1ccc(OCC)cc1 (configuration not stated)	6	1	-9	8	-5	-2.1	-1	-1	0.0	98
34	O=C(NCCCO)c1cc2c(cn1)[nH]c1ccccc12	-2	-5	3	-7	9	-2.4	0	4	-0.2	141
35	CCCC(C(=O)NCC1CCCO1)N(C(=O)CNS(=O)(=O)c1ccccc1)c1ccc(F)cc1 (configuration not stated)	4	-6	-1	-5	10	-0.1	1	0	0.0	91
36	COc1ccc(Cl)cc1Nc1nc(-c2sc(NC(=O)c3ccco3)nc2C)cs1	-2	-18	-2	4	-3	-1.4	0	10	-0.3	100
37	CCOC(=O)c1sc(N(Cc2ccccc2)C(=O)COC(=O)c2ccc(O)cc2)nc1C	3	-8	-34	-1	-9	7.0	-6	11	0.4	93
38	COc1cc(-c2cc(=O)c3c(C)cc(O)cc3o2)cc(OC)c1OC	-6	-2	3	5	-1	-0.8	9	-20	0.0	89
39	COc1ccc(CN2CCC(C(N)=O)CC2)cc1OCc1ccccc1	-2	-1	-3	-1	0	-0.6	1	2	0.2	100
40	COC(=O)c1c(-c2ccccc2)noc1-c1ccccc1	-1	0	-5	1	nt	3.3	0	22	0.0	94
41	COc1ccc(-c2noc(N3CCC(C(=O)Nc4ccccc4F)CC3)n2)cc1	-5	-2	-16	2	5	0.8	0	3	0.2	95
42	COc1nccnc1NS(=O)(=O)c1ccc(N/C=C2\CCCCC2=O)cc1	-1	2	-7	-2	6	-2.0	2	-5	-0.1	95
43	CCCCOc1ccc(C(=O)NC)cc1	4	0	-11	-4	-1	-0.7	1	-3	-0.2	nt
44	COc1ccc(C2CC(=O)Nc3cc(OC)c(OC)cc32)cc1 (configuration not stated)	-9	-8	-4	3	2	-0.7	-3	-3	-0.1	99
45	COC(=O)C(Cc1ccc(O)cc1)NC(=O)C12CC3CC(CC(C3)C1)C2 (configuration not stated)	5	-1	-1	1	-2	-2.5	0	21	-0.4	102
46	Cc1nnc(SCC(=O)Nc2ccc3c(c2)OCCO3)s1	-1	6	-10	nt	5	-1.6	2	4	-0.3	95
47	CC(C)c1ccc(NC(=O)CN2CCN(C(=O)C3CCCO3)CC2)cc1 (configuration not stated)	1	2	-7	-1	-3	-2.1	0	-5	0.3	110
48	COc1cccc(Cn2nnc(C(=O)NCc3ccccc3Cl)c2N)c1	1	-2	-14	-4	-4	0.9	-6	-9	-0.1	96
49	COc1ccc(Cl)cc1NC(=O)COc1ccc2c(c1)OCO2	-1	5	10	10	-5	-1.3	4	-1	-0.2	98
50	Cc1n[nH]c(=O)c2c(NC(=O)CSc3nnnn3-c3ccc(O)cc3)oc(C)c12	1	1	-8	-4	-11	-2.5	0	-1	0.1	97
51	CC(=O)NC1=NN(C(C)=O)C(C)(c2cccc([N+](=O)[O-])c2)S1 (configuration not stated)	-2	0	0	0	-7	-2.6	0	6	-0.2	102
52	CN([C@@H](C(=O)OC(C)(C)C)c1ccccc1)S(=O)(=O)c1cccc(S(=O)(=O)N(C)[C@@H](C(=O)OC(C)(C)C)c2ccccc2)c1	32	-7	1	0	-7	-0.8	-12	1	0.0	97
53	CCN(CC)CCCNC(=O)CSc1nc(-c2cccs2)cc(C(F)(F)F)n1	-1	-1	-10	10	-4	-2.8	-2	-4	0.0	93
54	COc1ccccc1NS(=O)(=O)c1ccc2c(c1)NC(=O)CC(=O)N2	1	0	-8	6	-16	-1.5	1	6	-0.3	97
55	CCN(CC)S(=O)(=O)c1ccc2nnn(O)c2c1	-3	1	-4	0	-2	-2.4	1	0	0.0	94
56	CCOc1ccccc1Nc1ncccc1C(=O)O	-7	-2	-3	-2	-6	1.7	0	5	0.2	98

Additional results
no.	SMILES	Granule exo inh	ABHD5 PLIN5 PPI	NOD2-RIPK2 inh	Vif imaging	TLR9-MyD88 inh	MC4R ag barr	Glyco luc inh	MC4R antagonist	aDG glyco up	ABCB6 inh MLPCN
57	CCCc1nc(SCc2ccc(Cl)cc2Cl)n[nH]1	-2	2	2	2	-5	-1.1	0	-2	-0.1	101
58	Cn1c(=O)c2c(O)cc(=O)[nH]c2n(-c2ccccc2)c1=O	-2	1	17	17	4	-1.0	0	7	-0.1	96
59	CCOCCCNC(=O)C(NC(=O)Cc1cccs1)c1ccc(C)cc1 (configuration not stated)	4	9	-16	3	1	1.8	0	3	0.3	128
60	COC(=O)c1cc2c(s1)CS(=O)C2 (configuration not stated)	-2	-5	-5	4	-4	-1.6	1	8	-0.2	101
61	CCc1nc(N[C@H](C(=O)O)C(C)C)c2oc3ccccc3c2n1	0	-1	-4	6	-9	-2.2	0	8	0.1	96
62	COc1ccc(CCNC(=O)CN(c2cc([N+](=O)[O-])ccc2OC)S(C)(=O)=O)cc1	4	3	0	8	3	-0.9	-6	2	0.5	97
63	O=C(NCCCn1ccnc1)c1cccc(S(=O)(=O)Nc2ccc(Br)cc2)c1	25	3	-1	4	5	-0.6	0	13	0.3	101
64	Cc1ccc(-c2n[nH]c(=S)n2/N=C/c2ccc(C)o2)cc1	1	-11	-6	-1	1	-2.6	2	11	-0.2	100
65	CS(=O)(=O)Nc1ccc(C(=O)Nc2ccc(S(=O)(=O)Nc3nccs3)cc2)cc1	20	0	-8	-2	3	-2.7	1	-1	-0.1	103
66	O=C(N/N=C/c1ccccc1F)c1ccccc1OCc1ccccc1	107*	7	-3	-38	-7	1.1	11	13	0.2	96
67	C=CC[C@@H](CC(=O)N[C@H](CO)Cc1ccccc1)C(=O)NC[C@H](OC(=O)[C@@H](CC=C)Cc1ccc(F)cc1)c1ccccc1	-11	-9	6	-3	4	-0.8	-10	15	0.1	79
68	CC1Cc2[nH][nH]c(=O)c2C(C2CCCC2)O1 (configuration not stated)	0	8	2	nt	nt	nt	nt	nt	-0.1	99
69	Cc1cc(=O)n(CC(=O)NCCN2CCOCC2)c2c1c(C)nn2-c1ccccc1	3	1	-13	-7	-6	-2.4	0	-1	-0.2	99
70	CCC(CC)c1nnc(NC(=O)Cc2cccs2)s1	5	0	-9	-4	-2	-2.2	-2	-2	-0.4	90
